From PubChem
NOD1 inhibition = NOD1 signaling inhibitors, primary screen, cell-based, luminescence, uHTS (AID 1578). NOD1-driven NF-kB luciferase reporter cells, luminescence; higher % means a stronger effect. inhibition, % at 4 µM; hits with a dose series show EC50 in µM. 290,000 compounds, 1% hits; in the data active means inhibition mostly above about 36%, no sharp cut-off; inactive means mostly below about 34%;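 further: HEK-293T reporter cells stimulated with the NOD1 agonist gamma-tri-DAP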
Dengue-2 NS5 capping = Dengue-2 NS5 methyltransferase inhibitors, primary screen, biochemical, confirmation dose response (AID 588689) | Dengue-2 NS5 methyltransferase capping enzyme assay, biochemical; higher % means a stronger effect | inhibition, % at 25 µM, or IC50 in µM where a hit was titrated | 340,000 compounds, 0.3% hits; in the data active means a potency from the dose series
West Nile virus CPE = West Nile virus antiviral activity, cell-based, CPE readout (AID 1621). West Nile virus-infected cells, CPE inhibition; higher % means a stronger effect. CPE inhibition, % at 10 µM, or IC50 in µM where a hit was titrated. 290,000 compounds, 0.02% hits; in the data active means a potency from the dose series; further: strong numbers were not always called active
GPR55 antagonists = GPR55 antagonists blocking LPI-driven arrestin recruitment, primary screen, imaging, U2OS, beta-arrestin-GFP, LPI agonist (AID 2013); G-protein coupled receptor 55 (Homo sapiens); 290,000 compounds, 0.13% hits; one-dose inhibition, % at 10 µM; IC50 in µM for titrated hits; U2OS GPR55 beta-arrestin-GFP translocation imaging, LPI antagonism; higher % means a stronger effect;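 active means spots per cell inhibited over 60%, with over 100 cells counted and total cytoplasm intensity under 500,000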;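 further: U2OS cells stably carrying GPR55 and arrestin-GFP stimulated by 5 µM LPI near EC80; imaged beta-arrestin-GFP aggregate spots per cell after agonist stimulation; plate controls were LPI-stimulated DMSO wells for no effect and DMSO wells without LPI for full effect; some results filed as inactive read as strong as hits; confirmed hits need IC50 under 10 µM and bright autofluorescent wells are also inconclusive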
KOR beta-arrestin-1 = KOR agonists, beta-arrestin recruitment, primary screen, cell-based, luminescence, uHTS (AID 1777) | activation, % at 10 µM, or EC50 in µM where a hit was titrated | KOR beta-arrestin recruitment, luminescence; higher % means a stronger effect | 280,000 compounds, 0.02% hits; in the data active means activation above about 50%, passing the limit was not always enough; further: a part of the inactive calls stands beside numbers as strong as those of hits
GPR35 antagonists = GPR35 antagonists blocking zaprinast-driven arrestin recruitment, primary screen, imaging, U2OS, beta-arrestin-GFP, zaprinast agonist (AID 2058); G-protein coupled receptor 35 (Homo sapiens); 290,000 compounds, 0.052% hits; U2OS GPR35 beta-arrestin-GFP translocation imaging, zaprinast antagonism; higher % means a stronger effect; one-dose inhibition, % at 10 µM; IC50 in µM for titrated hits;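 active means inhibition of at least 50% with at least 30 cells and total cytoplasm GFP at most 10,000,000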
GPR55 beta-arrestin = GPR55 agonists via beta-arrestin recruitment, primary screen, imaging, U2OS cells, beta-arrestin-GFP redistribution (AID 1961); U2OS GPR55 beta-arrestin-GFP redistribution imaging; higher % means a stronger effect; one-dose activation, % at 10 µM; EC50 in µM for titrated hits; 290,000 compounds, 0.048% hits;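 active means activation above 40% with more than 50 cells counted in the well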;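 further: U2OS osteosarcoma cells stably expressing GPR55 and beta-arrestin-GFP; plate controls were DMSO negative control for no effect and LPI positive control for full effect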
HIV fusion peptide = inhibitors of HIV fusion peptide binding, primary screen, biochemical, uHTS, fluorescence dequenching (AID 1986) | cell-free peptide binding, fluorescence dequenching, 30 min; higher % means a stronger effect | 290,000 compounds, 0.3% hits | one-dose inhibition, % at 20 µM; IC50 in µM for titrated hits; in the data active means inhibition mostly above about 52%, no sharp cut-off; inactive means mostly below about 76%; further: some results filed as inactive read as strong as hits
KOR beta-arrestin-2 = KOR antagonists, beta-arrestin recruitment, cell-based, luminescence, uHTS (AID 1778) | 290,000 compounds, 0.091% hits | KOR beta-arrestin recruitment, luminescence, antagonist mode; higher % means a stronger effect | one-dose inhibition, % at 10 µM; IC50 in µM for titrated hits | Kappa-type opioid receptor (Homo sapiens); in the data active means inhibition above about 50%; further: strong numbers were not always called active
Dengue-2 NS5 capping pilot replicate = recorded beside Dengue-2 NS5 capping, whose call it bears; inhibition, %; measured here: pilot screen replicate inhibition
An asterisk follows results filed as active; · = no result given; & = joins results of further samples; [ ] = another dose, or the depositor's remark. A portion of the library (hit frequency here may not be typical).

SMILES | NOD1 inhibition | Dengue-2 NS5 capping | West Nile virus CPE | GPR55 antagonists | KOR beta-arrestin-1 | GPR35 antagonists | GPR55 beta-arrestin | HIV fusion peptide | KOR beta-arrestin-2 | others
Cc1ncc2c(c1OC(=O)c1ccc([N+](=O)[O-])cc1)COC(C)(C)OC2 | 17% | 7% | -0.1% | 10% | 0.6% | 2% | 0.0% | -1.6% | -28%
CCOc1ccc(-c2nnc3sc(COc4ccc(Cl)cc4)nn23)cc1 | -1% | · | 0.3% | -4% | 16% | 6% | -0.2% | -2.5% | -16%
Oc1ccc2ccccc2c1N=Nc1ccc(F)cc1 | -3%&4% | -3% | -0.2%&0.8% | 9%&0% | -1.3%&-2.8% | 0%&0% | -0.1%&0.1% | 7.2%&18% | 42%&7%
Cc1cc(C)cc(C(=O)N2CCN=C2c2ccccc2)c1 | -5% | -8% | -0.7% | 14% | 1.3% | 28% | 0.3% | -0.7% | -16%
COc1ccc(C(CC(=O)Nc2ncccc2C)N2Cc3ccccc3C2=O)cc1 (stereo unspecified) | 1% | 5% | -0.9% | -9% | -8.4% | -4% | 0.0% | 1.7% | 0%
Cc1ccccc1C(=O)NC1CCS(=O)(=O)C1 (stereo unspecified) | 8% | -2% | · | -2% | 0.7% | 6% | 0.0% | -3.1% | -37%
Cc1cc(N2CCOCC2)ccc1/C=C\[N+](=O)[O-] | -17% | -98% | -0.6% | 8% | -2.2% | -16% | 5.6% | 6.3% | -8%
CCOC(=O)C1=C(CS(=O)(=O)c2ccccc2)NC(=O)NC1c1cc(OC)c(O)c(OC)c1 (stereo unspecified) | -8% | 0% | -0.3% | 0% | -1.9% | 19% | -0.1% | -1.8% | -18%
COc1ccccc1NC(=O)CSc1nnnn1-c1ccc(F)cc1 | -10% | -1% | -0.6% | 2% | -4.5% | -3% | -0.2% | -0.4% | -7%
COCCn1nnnc1C(c1ccc(OC)cc1)N1CCC(C)CC1 (stereo unspecified) | 11% | -1% | 0.6% | -3% | -0.9% | -10% | 0.3% | 1.6% | 34%
Cc1cc(C)cc(C(=O)NCC(=O)OCC(=O)N2CCCCC2)c1 | 22% | -2% | -0.5% | 4% | 9.1% | 0% | -0.3% | 2.1% | 10%
NC(=O)c1ccc(NC(=O)Cc2cccs2)cc1 | 14% | · | 0.1% | 17% | -2.0% | 16% | 0.4% | 14% | -12%
NC(=S)Nc1cnc2ccccc2c1 | -20% | -2% | 0.5% | -5% | -2.8% | 11% | 0.0% | -0.2% | 16%
Cc1ccc(N(C(=O)c2ccc(S(=O)(=O)N(C)C)cc2)C2C=CS(=O)(=O)C2)cc1 (stereo unspecified) | -19% | -7% | -0.4% | 3% | -3.0% | -13% | -0.3% | 1.9% | -34%
O=C(c1ccc(Br)o1)N1CCN(c2ccccc2F)CC1 | · | -7% | 0.4% | 8% | -1.8% | 2% | -0.2% | 1.1% | 10% | Dengue-2 NS5 capping pilot replicate=0.3
COC(=O)c1cc(N=CC2=C(O)CC(C)(C)CC2=O)cc(C(=O)OC)c1 | -8% | -15% | 0.6% | 10% | 9.0% | 1% | 0.1% | 0.6% | -22%
CCc1ccccc1N(C)S(=O)(=O)c1cc(-c2cc(C)no2)ccc1OC | 1% | -2% | -0.7% | 16% | -7.3% | -18% | -0.2% | 0.4% | -28%
Cc1nc(-c2ccccc2OC(F)(F)F)[nH]c(=O)c1Cl | -9% | -11% | -0.2% | -6% | 2.6% | -3% | -0.1% | -2.2% | 13%
Cc1ccc(C(=O)NCCCN2CCOCC2)cc1N1CCCC1=O | -16% | -5% | 0.1% | 6% | 1.7% | 4% | -0.1% | 10% | -42%
c1ccc(-c2cc(-c3ccccc3)n3ncnc3n2)cc1 | -18% | -12% | -0.8% | -5% | -5.0% | -23% | 0.0% | -2.8% | 0%
COc1ccc(OC)c(NC(=O)C(CC(=O)O)Cc2ccc(Cl)cc2)c1 (stereo unspecified) | -4% | 8% | 0.0% | -16% | -2.9% | -1% | 0.6% | 4.1% | 42%
O=C(CSc1ccc(/C=N/NC(=O)c2cccc(F)c2)o1)Nc1ccccc1 | -39% | -2% | 0.5% | 4% | -3.2% | -7% | 0.7% | 0.5% | -48%
CC(=O)Oc1cc2c(cc1Cl)C1(CC(c3ccccc3Cl)O2)CC(C)(C)NC(=S)N1 (stereo unspecified) | 44% | -7% | -0.7% | 3% | 2.0% | -22% | -0.1% | 1.2% | 0%
O=c1[nH]c(CSc2ccccc2)nc2c1oc1ccccc12 | -8% | -2% | 0.1% | 5% | 0.0% | -1% | -0.3% | -1.0% | -4%
CC(C)[C@H](NC(=O)c1ccccc1Cl)C(=O)OCc1cc(=O)n2cc(Br)ccc2n1 | -15% | -5% | -0.1% | 2% | -6.0% | 13% | -0.4% | -1.8% | 24%

(next part)
SMILES | NOD1 inhibition | Dengue-2 NS5 capping | West Nile virus CPE | GPR55 antagonists | KOR beta-arrestin-1 | GPR35 antagonists | GPR55 beta-arrestin | HIV fusion peptide | KOR beta-arrestin-2 | others
O=C(NCc1ccco1)c1cc2n(n1)C(C(F)(F)F)CC(c1ccc(F)cc1)N2 (stereo unspecified) | -38% | -4% | -0.1% | -8% | -2.6% | -9% | -0.2% | -1.5% | 36%
CN1c2ccsc2C(O)=C(C(=S)Nc2ccccc2)S1(=O)=O | -12% | -4% | -0.7% | -1% | -2.1% | 4% | -0.2% | 16% | -26%
Cc1cc2ccccn2c1C(=O)Nc1ccc(Cl)cc1 | -34% | -4% | -0.2% | 1% | 28% | -2% | 0.2% | -1.3% | 4%
CCCC(=O)Nc1ccc(N2CCN(C(=O)c3cc4ccccc4o3)CC2)cc1 | 9% | -9% | 0.4% | -2% | -4.3% | 0% | 0.0% | 0.4% | 17%
O=c1c2ccccc2nc(SCc2nnc(-c3ccccc3Br)o2)n1-c1ccccc1 | -4% | -9% | -0.3% | -17% | -2.0% | -23% | -0.1% | 1.3% | 8%
COc1ccc(NC(=O)C2CCN(S(C)(=O)=O)CC2)cc1OC | -20% | 2% | 0.3% | -14% | -3.3% | 6% | 1.3% | -0.1% | 12%[20 µM]
C=CCN(CC=C)C(=O)CN1C(=O)c2ccccc2C1=O | -36% | -2% | -0.2% | -2% | -2.0% | 5% | -0.1% | 0.1% | 16%
O=C(COC(=O)/C=C/c1ccc(OC(F)F)cc1)Nc1ccc(S(=O)(=O)N2CCCC2)cc1 | -15% | -9% | 0.6% | 11% | 6.9% | -4% | -0.4% | 5.6% | 35%
CCc1c(C)nc(SCC(=O)N2CCc3ccccc32)[nH]c1=O | -6% | · | -0.2% | 9% | 1.5% | 7% | 0.3% | -1.8% | -59%
Cc1cccc(NC(=O)c2onc3c2CCCC3)n1 | 20% | -4% | -0.6% | 12% | 0.5% | 6% | -0.5% | -1.4% | 4%
CCN(CC)C(=O)c1[nH]cnc1C(=O)NCC(=O)OCc1ccccc1 | -11% | -6% | 1.0% | -7% | -3.3% | 8% | 0.0% | 0.3% | -54%[20 µM]
O=[N+]([O-])c1ccc2nc(-c3ccncc3)[nH]c2c1 | -3% | 3% | -0.2% | 2% | -4.3% | -19% | 0.3% | -2.4% | -1%
COc1cc(CNCc2ccco2)cc(OC)c1O | -26% | -13% | -0.4% | -20% | -5.0% | 3% | -0.1% | -2.7% | 3%[20 µM]
COC(=O)c1ccccc1NC(=O)CSc1[nH]c(=O)cc(C)c1C#N | -13% | 3% | 0.3% | 0% | 1.5% | 6% | -0.1% | 2.9% | -15%[20 µM]
Cc1cc(NC(=O)CSc2nc3ccccc3c(=O)n2CCCC(=O)NCc2ccccc2)n[nH]1 | 4% | -5% | -0.1% | 6% | -1.6% | -2% | -0.2% | -1.6% | 11% | Dengue-2 NS5 capping pilot replicate=-7.8
COc1ccc(-n2c(C)cc(C(=O)Cn3c(NCCO)nc4ccccc43)c2C)cc1 | 4% | -7% | -1.1% | 9% | -8.3% | 10% | 0.4% | 2.8% | 6%
CNS(=O)(=O)c1cn(CC(=O)NCc2cccc(OC)c2)cc1S(=O)(=O)NC | -16% | -7% | 1.6% | -4% | 1.4% | -2% | -0.1% | 1.7% | -6%
CCCn1c(C(O)c2ccc(C)cc2)nc2ccccc21 (stereo unspecified) | -17% | 6% | -1.6% | 8% | -3.2% | -4% | -0.1% | -0.9% | -2%[20 µM]
CCCCC(=O)NC(Nc1cc(C)ccn1)(C(=O)OCC)C(F)(F)F (stereo unspecified) | 7% | 2% | 0.1% | 16% | 3.1% | -2% | -0.2% | 1.7% | -4%
CCC(=O)Nc1ccc(-c2ccc(N3CCN(C)CC3)nn2)cc1 | -30% | -4% | 0.4% | 14% | -2.8% | 0% | -0.1% | -1.2% | -24%
COc1ccc(CNC(=O)C(C)n2nc(C)n3c(cc4occc43)c2=O)cc1 (stereo unspecified) | -14% | 4% | 0.2% | 4% | -0.7% | -18% | 0.7% | 0.4% | -20%
CCOc1ccc(C(C)=O)cc1CSc1nnnn1-c1ccc(O)cc1 | 2% | 5% | -1.9% | 8% | 3.8% | -1% | -0.4% | -0.5% | 16%
C=C(C)c1cccc(C(C)(C)NC(=O)NNC(=O)c2ccccc2O)c1 | -24% | 3% | -0.2% | -6% | 1.5% | -8% | -0.2% | 4.7% | -31%
CCn1cc(CN2CCCC(C(=O)c3ccc(-c4ccccc4)cc3)C2)cn1 (stereo unspecified) | · | · | -1.8% | 0% | · | -12% | 0.3% | -0.6% | -45%[20 µM]
O=C(N/N=C/c1c[nH]c2ccccc12)C1COc2ccccc2O1 (stereo unspecified) | -15% | -4% | -0.6% | -4% | 2.3% | -11% | -0.1% | -0.1% | -8%
CCS(=O)(=O)Nc1cc(C(=O)OC)ccc1C(=O)OC | -5% | 2% | 0.8% | -1% | -4.1% | -12% | 0.0% | -1.3% | -30%
CCOC(=O)c1ccc(-n2c(C)nc3c(cnn3-c3ccccc3C)c2=O)cc1 | -13% | 2% | -0.3% | 10% | -1.5% | -11% | 0.2% | 0.5% | -1%

4 compounds from above, ordered by heavy-atom count, high to low:
SMILES | NOD1 inhibition | Dengue-2 NS5 capping | West Nile virus CPE | GPR55 antagonists | KOR beta-arrestin-1 | GPR35 antagonists | GPR55 beta-arrestin | HIV fusion peptide | KOR beta-arrestin-2 | others
CCCC(=O)Nc1ccc(N2CCN(C(=O)c3cc4ccccc4o3)CC2)cc1 | 9% | -9% | 0.4% | -2% | -4.3% | 0% | 0.0% | 0.4% | 17%
CCc1ccccc1N(C)S(=O)(=O)c1cc(-c2cc(C)no2)ccc1OC | 1% | -2% | -0.7% | 16% | -7.3% | -18% | -0.2% | 0.4% | -28%
CCC(=O)Nc1ccc(-c2ccc(N3CCN(C)CC3)nn2)cc1 | -30% | -4% | 0.4% | 14% | -2.8% | 0% | -0.1% | -1.2% | -24%
c1ccc(-c2cc(-c3ccccc3)n3ncnc3n2)cc1 | -18% | -12% | -0.8% | -5% | -5.0% | -23% | 0.0% | -2.8% | 0%
